Bioassay records (PubChem)
GSTO1 inh – GSTO1 inhibition, counter-screen for RBBP9 inhibitors | P78417 | actives 1.1% (n = 300,000) | recombinant GSTO1, activity-based probe fluorescence polarization | inhibition, % at 5.96 µM;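 active = inhibition above the campaign mean inhibition plus 3 SD, cut at about 35% in these data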;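 also: 0% = GSTO1-1 with DMSO and 100% = wells lacking GSTO1-1 enzyme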
Target sequence (P78417 whole entry, looked up): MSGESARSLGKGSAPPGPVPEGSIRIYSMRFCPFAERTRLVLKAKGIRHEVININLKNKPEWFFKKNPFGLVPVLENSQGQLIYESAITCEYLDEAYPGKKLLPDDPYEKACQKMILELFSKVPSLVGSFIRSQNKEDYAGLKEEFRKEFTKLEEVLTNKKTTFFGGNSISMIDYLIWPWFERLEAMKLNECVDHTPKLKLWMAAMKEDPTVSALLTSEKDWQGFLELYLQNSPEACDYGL
LYPLA1 counter – counter-screen for PME1 inhibitors: inhibitors of human LYPLA1; O75608; recombinant LYPLA1, FP-Rh probe fluorescence polarization; inhibition, % at 5.9 µM; actives 0.16% (n = 320,000);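 active = inhibition above the mean of all tested compounds plus 3 SD, set per campaign, cut at about 14% in these data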;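 also: inhibitors block serine hydrolase probe labeling of LYPLA1 so polarization falls; 0% = enzyme with DMSO and 100% = wells lacking LYPLA1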
PAD4 inh – blocks human protein arginine deiminase 4. actives 0.41% (n = 330,000). recombinant PAD4, RCA probe fluorescence polarization. Q9UM07. inhibition, % at 6.36 µM;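 active = percent inhibition above a cutoff equal to the mean of all tested compounds plus 3 SD, cut at about 15% in these data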;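 also: 0% = PAD4 with RCA probe and DMSO and 100% = probe without PAD4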
Target sequence (Q9UM07 whole entry, looked up): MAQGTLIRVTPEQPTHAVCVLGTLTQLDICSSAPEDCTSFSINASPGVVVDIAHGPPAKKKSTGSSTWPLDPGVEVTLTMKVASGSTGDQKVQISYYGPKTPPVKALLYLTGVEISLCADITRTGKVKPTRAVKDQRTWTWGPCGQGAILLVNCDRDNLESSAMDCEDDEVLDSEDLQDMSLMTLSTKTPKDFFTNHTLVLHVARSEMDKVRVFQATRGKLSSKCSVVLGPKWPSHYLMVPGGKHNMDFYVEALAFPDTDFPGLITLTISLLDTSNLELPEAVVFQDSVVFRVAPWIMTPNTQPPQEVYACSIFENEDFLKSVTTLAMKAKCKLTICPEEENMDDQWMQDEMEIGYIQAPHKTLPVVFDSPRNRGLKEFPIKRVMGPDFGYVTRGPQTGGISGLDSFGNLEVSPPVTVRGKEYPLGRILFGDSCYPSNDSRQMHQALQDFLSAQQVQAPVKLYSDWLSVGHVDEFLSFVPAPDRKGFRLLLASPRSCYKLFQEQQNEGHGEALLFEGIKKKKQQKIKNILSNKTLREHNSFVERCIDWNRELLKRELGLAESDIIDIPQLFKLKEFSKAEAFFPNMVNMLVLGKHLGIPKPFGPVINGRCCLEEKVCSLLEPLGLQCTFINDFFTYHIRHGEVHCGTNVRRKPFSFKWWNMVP
PAFAH2 inh – PAFAH2 (human) inhibition; inhibition, % at 3.39 µM; actives 0.99% (n = 340,000); AID 492956; recombinant PAFAH2, FP-rhodamine activity probe, fluorescence polarization;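 active = inhibition above the mean over all tested compounds plus 3 SD, cut at about 30% in these data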;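 also: inhibitors block probe labeling of enzyme so polarization drops; 0% = enzyme with DMSO and 100% = wells lacking PAFAH2 protein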
PAFAH1B2 FP inh – PAFAH1B2 (human) inhibition; recombinant PAFAH1B2, FP-rhodamine activity probe, fluorescence polarization; inhibition, % at 3.39 µM; actives 1.2% (n = 340,000); AID 492953;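 active = inhibition above the mean of all tested compounds plus 3 SD, cut at about 24% in these data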;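 also: 0% = enzyme with DMSO and 100% = wells lacking PAFAH1B2; many of its hits are not listed in these tables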
PME-1 primary – blocks human protein phosphatase methylesterase 1 | Q9Y570 | recombinant PME-1, FP-Rh probe fluorescence polarization | inhibition, % at 5.9 µM | actives 0.53% (n = 320,000) | AID 2130;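 active = inhibition above the campaign mean of all compounds plus 3 SD, cut at about 26% in these data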;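 also: competitive labeling of PME-1 active site by serine hydrolase directed probe; 0% = PME-1 with DMSO and 100% = wells lacking PME-1 enzyme; inhibitors block probe labeling so polarization falls and inhibition rises; many of its hits are not listed in these tables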
LYPLA2 inh – LYPLA2 (human) inhibition in PME1 counter-screen | O95372 | recombinant LYPLA2, FP-Rh probe fluorescence polarization | inhibition, % at 5.9 µM | actives 0.38% (n = 320,000) | AID 2177;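 active = inhibition above the screen-wide mean plus 3 SD, limit set per campaign, cut at about 26% in these data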;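 also: 0% = LYPLA2 with DMSO and 100% = wells lacking LYPLA2 enzyme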
pPAFAH inh – pPAFAH (human) enzyme inhibition; AID 463082; actives 1.5% (n = 330,000); inhibition, % at 3.39 µM; Q13093; recombinant pPAFAH, FP-rhodamine probe fluorescence polarization;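 active = inhibition above the mean inhibition across the screen plus 3 SD, cut at about 25% in these data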;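 also: inhibitors block binding of the rhodamine activity-based probe so polarization drops; 0% = enzyme with DMSO and 100% = wells lacking pPAFAH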
PAFAH1B3 FP inh – blocks human PAF acetylhydrolase 1B catalytic subunit 3; Q15102; recombinant PAFAH1B3, FP-rhodamine probe, fluorescence polarization; inhibition, % at 3.39 µM; actives 0.28% (n = 340,000);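 active = inhibition above the screen-wide average of all tested compounds plus 3 SD, cut at about 25% in these data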;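 also: 0% = enzyme with DMSO only and 100% = wells lacking PAFAH1B3 protein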
An asterisk follows results filed as active.

For CC(C)OCc1ccc(C(=O)N2CCN(CC(=O)N3CCCC3)CC2)cc1 the results were PAD4 inh 3, PAFAH2 inh -1, PAFAH1B2 FP inh 3, pPAFAH inh -4 and PAFAH1B3 FP inh -2.
`CC(C)(C)N1C(=O)c2ccc(C(=O)Nc3cc(C(=O)O)cc(C(=O)O)c3)cc2C1=O` gave GSTO1 inh 1, LYPLA1 counter 0, PAD4 inh -3, PAFAH2 inh -2, PAFAH1B2 FP inh 1, PME-1 primary 2, LYPLA2 inh 1, pPAFAH inh 2 and PAFAH1B3 FP inh 6.
CCOc1cc(CNc2ccc3c(c2)CCC3)ccc1OC was read as GSTO1 inh 7, LYPLA1 counter 2, PAD4 inh -4, PME-1 primary 0, LYPLA2 inh 9 and pPAFAH inh 5.
Screening C/C(=N\NS(=O)(=O)c1ccccc1)c1cc(Cl)cc(Cl)c1O returned GSTO1 inh 2, LYPLA1 counter -1, PAD4 inh 1, PAFAH2 inh 4, PAFAH1B2 FP inh 6, PME-1 primary 10, LYPLA2 inh 0, pPAFAH inh 8 and PAFAH1B3 FP inh 0.
Screening Cc1cc(C)nc(-n2ncc3c2CCCC3=O)n1 returned GSTO1 inh -17, LYPLA1 counter -2, PAD4 inh 1, PAFAH2 inh -4, PAFAH1B2 FP inh -2, PME-1 primary 6, LYPLA2 inh -2, pPAFAH inh -3 and PAFAH1B3 FP inh 10.
`O=C(NC1CCCc2c1cnn2-c1cc(F)cc(F)c1)c1ccc[n+]([O-])c1` (stereo not given) gave GSTO1 inh 2, LYPLA1 counter 2, PAD4 inh -6, PAFAH2 inh -3, PAFAH1B2 FP inh 4, PME-1 primary 0, LYPLA2 inh 0, pPAFAH inh -2 and PAFAH1B3 FP inh 6.
CC(C)(C)c1ccc(C(CC(=O)O)NC(=O)C23CC4CC(CC(C4)C2)C3)cc1 (stereo not given) was read as GSTO1 inh 2, LYPLA1 counter 4, PAD4 inh -7, PAFAH2 inh 10, PAFAH1B2 FP inh 26*, PME-1 primary -3, LYPLA2 inh -3, pPAFAH inh 31* and PAFAH1B3 FP inh -7.
For COc1ccc(C(=O)Nc2ccc(NC(C)=O)cc2)cc1S(=O)(=O)N(C)Cc1ccccc1 the results were LYPLA1 counter -3, PAD4 inh 0, PAFAH2 inh 4, PAFAH1B2 FP inh 1, PME-1 primary 4, LYPLA2 inh -3, pPAFAH inh 0 and PAFAH1B3 FP inh -2.
For COc1ccc(Cc2n[nH]c(=S)n2C)cc1Br the results were GSTO1 inh -2, LYPLA1 counter 1, PAD4 inh -1, PAFAH2 inh -13, PAFAH1B2 FP inh -2, PME-1 primary 2, LYPLA2 inh 3, pPAFAH inh 4 and PAFAH1B3 FP inh 9.
`O=C(NC(=S)N1CCN(c2ccc([N+](=O)[O-])cc2Cl)CC1)c1ccco1` gave GSTO1 inh -3, LYPLA1 counter 3, PAD4 inh -5, PAFAH2 inh -3, PAFAH1B2 FP inh -4, PME-1 primary 1, LYPLA2 inh 0, pPAFAH inh 0 and PAFAH1B3 FP inh 5.

Compounds listed so far that contain a halogen (four):
Screening C/C(=N\NS(=O)(=O)c1ccccc1)c1cc(Cl)cc(Cl)c1O returned GSTO1 inh 2, LYPLA1 counter -1, PAD4 inh 1, PAFAH2 inh 4, PAFAH1B2 FP inh 6, PME-1 primary 10, LYPLA2 inh 0, pPAFAH inh 8 and PAFAH1B3 FP inh 0.
`O=C(NC1CCCc2c1cnn2-c1cc(F)cc(F)c1)c1ccc[n+]([O-])c1` (stereo not given) gave GSTO1 inh 2, LYPLA1 counter 2, PAD4 inh -6, PAFAH2 inh -3, PAFAH1B2 FP inh 4, PME-1 primary 0, LYPLA2 inh 0, pPAFAH inh -2 and PAFAH1B3 FP inh 6.
For COc1ccc(Cc2n[nH]c(=S)n2C)cc1Br the results were GSTO1 inh -2, LYPLA1 counter 1, PAD4 inh -1, PAFAH2 inh -13, PAFAH1B2 FP inh -2, PME-1 primary 2, LYPLA2 inh 3, pPAFAH inh 4 and PAFAH1B3 FP inh 9.
`O=C(NC(=S)N1CCN(c2ccc([N+](=O)[O-])cc2Cl)CC1)c1ccco1` gave GSTO1 inh -3, LYPLA1 counter 3, PAD4 inh -5, PAFAH2 inh -3, PAFAH1B2 FP inh -4, PME-1 primary 1, LYPLA2 inh 0, pPAFAH inh 0 and PAFAH1B3 FP inh 5.

Remaining list, next part
Screening COc1cccc(CNC(=O)C2CCN(S(=O)(=O)c3cccc4cccnc34)CC2)c1 returned GSTO1 inh 0, LYPLA1 counter -2, PAD4 inh 2, PAFAH2 inh -8, PAFAH1B2 FP inh -3, PME-1 primary 10, LYPLA2 inh 0, pPAFAH inh 3 and PAFAH1B3 FP inh 12.
`CC1CC(C)CN(C(=O)CCNC(=O)Cn2ccc3ccccc3c2=O)C1` (stereo not given) gave GSTO1 inh 3, LYPLA1 counter -6, PAD4 inh -4, PAFAH2 inh 1, PAFAH1B2 FP inh 9, PME-1 primary -1, LYPLA2 inh -2, pPAFAH inh 4 and PAFAH1B3 FP inh -3.
Screening CC1(C)C2CCC1(CS(=O)(=O)Nc1ccccc1)C(=O)C2 (stereo not given) returned GSTO1 inh -11, LYPLA1 counter 0, PAD4 inh -4, PAFAH2 inh 3, PAFAH1B2 FP inh 4, PME-1 primary -3, LYPLA2 inh 1, pPAFAH inh -5 and PAFAH1B3 FP inh 2.
Screening COc1cc(OC)cc(C(=O)NNC(=O)CN2C(=O)NC(C)(c3ccccc3)C2=O)c1 (stereo not given) returned GSTO1 inh -6, LYPLA1 counter 1, PAD4 inh -6, PAFAH2 inh 1, PAFAH1B2 FP inh -2, PME-1 primary -1, LYPLA2 inh -4, pPAFAH inh 1 and PAFAH1B3 FP inh 8.
Screening Cc1c(Cl)c([N+](=O)[O-])nn1CCCC(=O)N(Cc1ccccc1)Cc1ccccc1 returned GSTO1 inh 2, LYPLA1 counter 2, PAD4 inh -6, PAFAH2 inh 2, PAFAH1B2 FP inh 0, PME-1 primary 5, LYPLA2 inh 2, pPAFAH inh 9 and PAFAH1B3 FP inh 1.
`COc1ccc(CCNC(=O)COc2ccccc2[N+](=O)[O-])cc1OC` gave GSTO1 inh -3, LYPLA1 counter 1, PAD4 inh 0, PAFAH2 inh 3, PAFAH1B2 FP inh -3, PME-1 primary 3, LYPLA2 inh 2, pPAFAH inh -7 and PAFAH1B3 FP inh 7.
Screening O=C1c2oc3ccc(Cl)cc3c(=O)c2C(c2cccc(Br)c2)N1CCO (stereo not given) returned GSTO1 inh 6, LYPLA1 counter -5, PAD4 inh 5, PAFAH2 inh 5, PAFAH1B2 FP inh 6, PME-1 primary 2, LYPLA2 inh -8, pPAFAH inh 1 and PAFAH1B3 FP inh 10.
`CCC(CC)C(=O)OCC(=O)NC12CC3CC(CC(C3)C1)C2` gave GSTO1 inh 37*, LYPLA1 counter -1, PAD4 inh -4, PAFAH2 inh 64*, PAFAH1B2 FP inh 10, PME-1 primary 4, LYPLA2 inh 0, pPAFAH inh 4 and PAFAH1B3 FP inh 9.
CC(C)Cn1c(=O)c(-[n+]2ccccc2)c([O-])c2ccccc21 was read as GSTO1 inh 5, LYPLA1 counter -1, PAD4 inh -7, PAFAH2 inh -2, PAFAH1B2 FP inh -4, PME-1 primary 4, LYPLA2 inh -3, pPAFAH inh 2 and PAFAH1B3 FP inh -3.
CCN1C(=O)[C@@H]2[C@@H](c3ccc(SC4CCCCC4)cc3)N3CCCC[C@@]3(C(=O)OC)[C@@H]2C1=O was read as GSTO1 inh -3, LYPLA1 counter -4, PAD4 inh -9, PAFAH2 inh -4, PAFAH1B2 FP inh 5, PME-1 primary -5, LYPLA2 inh -6, pPAFAH inh 3 and PAFAH1B3 FP inh -9.
`COc1ccc(C2C(=O)c3ccccc3C2=O)cc1OC` gave GSTO1 inh 3, LYPLA1 counter 1, PAD4 inh 4, PAFAH2 inh -1, PAFAH1B2 FP inh 3, PME-1 primary 1, LYPLA2 inh -2, pPAFAH inh 5 and PAFAH1B3 FP inh 4.
Screening CC(=O)NC(CC(=O)OCC(=O)c1c(N)n(CC(C)C)c(=O)n(C)c1=O)c1ccccc1 (stereo not given) returned GSTO1 inh 10, LYPLA1 counter 0, PAD4 inh 4, PAFAH2 inh 3, PAFAH1B2 FP inh 2, PME-1 primary -1, LYPLA2 inh 2, pPAFAH inh 5 and PAFAH1B3 FP inh 0.
O=C(c1ccc(N2CCCS2(=O)=O)cc1)N1CCN(c2ccccc2)CC1 was read as GSTO1 inh -3, LYPLA1 counter 1, PAD4 inh -2, PAFAH2 inh 8, PAFAH1B2 FP inh 4, PME-1 primary 3, LYPLA2 inh 17, pPAFAH inh 5 and PAFAH1B3 FP inh 2.
For COc1ncnc(OC)c1S(=O)(=O)NCc1ccccc1 the results were GSTO1 inh -2, LYPLA1 counter -1, PAD4 inh 2, PAFAH2 inh 4, PAFAH1B2 FP inh 0, PME-1 primary -2, LYPLA2 inh -5, pPAFAH inh -2 and PAFAH1B3 FP inh 5.
O=C(COC(=O)C1CC1)Nc1ncc(C(F)(F)F)cc1Cl was read as GSTO1 inh 8, LYPLA1 counter -2, PAD4 inh 1, PAFAH2 inh 13, PAFAH1B2 FP inh 3, PME-1 primary 4, LYPLA2 inh -1, pPAFAH inh 15 and PAFAH1B3 FP inh 0.
COCCSc1nnc(NC(=O)Cc2cccs2)s1 was read as GSTO1 inh 1, LYPLA1 counter -3, PAD4 inh -1, PAFAH2 inh 0, PAFAH1B2 FP inh -9, PME-1 primary 2, LYPLA2 inh -6, pPAFAH inh 8 and PAFAH1B3 FP inh 8.
`Cc1ccc(Cn2c(=O)c3ccccc3n3nc(C)cc23)cc1` gave GSTO1 inh 9, LYPLA1 counter -7, PAD4 inh -1, PAFAH2 inh -3, PAFAH1B2 FP inh -4, PME-1 primary -4, LYPLA2 inh -10, pPAFAH inh -5 and PAFAH1B3 FP inh -3.
Screening CSc1ccccc1NC(=O)COc1ccc2c(c1)OCO2 returned PAD4 inh 4, PAFAH2 inh -73, PAFAH1B2 FP inh 3, pPAFAH inh -4 and PAFAH1B3 FP inh 11.
Screening O=C(Nc1ccc2c(c1)OCO2)c1ccccc1SCC(=O)N1CCCC1 returned GSTO1 inh -6, LYPLA1 counter 5, PAD4 inh 0, PAFAH2 inh 6, PAFAH1B2 FP inh 1, PME-1 primary 9, LYPLA2 inh -2, pPAFAH inh -4 and PAFAH1B3 FP inh 11.
`O=C(NCc1ccccc1)c1ccc(NC(=O)c2ccccc2F)cc1` gave GSTO1 inh 1, LYPLA1 counter -1, PAD4 inh -3, PAFAH2 inh 1, PAFAH1B2 FP inh -1, PME-1 primary -1, LYPLA2 inh 0, pPAFAH inh 1 and PAFAH1B3 FP inh -1.
O=C(O)CCCCCNc1ccc2nsnc2c1[N+](=O)[O-] was read as GSTO1 inh -1, LYPLA1 counter -1, PAD4 inh 1, PAFAH2 inh 1, PAFAH1B2 FP inh 6, PME-1 primary 0, LYPLA2 inh -1, pPAFAH inh 3 and PAFAH1B3 FP inh -1.
`CC(C)Sc1nc2c(c(=O)n1-c1ccc(F)cc1)SCC2` gave GSTO1 inh -3, LYPLA1 counter -1, PAD4 inh -3, PAFAH2 inh 0, PAFAH1B2 FP inh 8, PME-1 primary -6, LYPLA2 inh -9, pPAFAH inh -7 and PAFAH1B3 FP inh 8.

The list is partial; rates above refer to the full screens.
